EBV LMP1 NFkB: Epstein-Barr LMP1 NF-kappaB reporter inhibition | 0.69% of 350,000 active | inhibition, % at 12.5 µM | LMP1-induced NF-kappaB luciferase reporter cells, luminescence | AID 504558; in the data active = inhibition above about 41%;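 also: 0% = neutral control wells and 100% = reference inhibitor control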
NR5A2 inv ag: suppresses constitutive activity of human LRH-1. 0.13% of 360,000 active. O00482. inhibition, % at 3.6 µM. AID 602396. HEK293T StAR-luciferase reporter, LRH-1 transfected, 24 h;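 active = inhibition above the mean inhibition of all tested compounds plus 3 SD, cut at about 73% in these data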;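 also: 0% = DMSO wells and 100% = reporter-only cells lacking LRH-1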
Target sequence (O00482 whole entry, looked up): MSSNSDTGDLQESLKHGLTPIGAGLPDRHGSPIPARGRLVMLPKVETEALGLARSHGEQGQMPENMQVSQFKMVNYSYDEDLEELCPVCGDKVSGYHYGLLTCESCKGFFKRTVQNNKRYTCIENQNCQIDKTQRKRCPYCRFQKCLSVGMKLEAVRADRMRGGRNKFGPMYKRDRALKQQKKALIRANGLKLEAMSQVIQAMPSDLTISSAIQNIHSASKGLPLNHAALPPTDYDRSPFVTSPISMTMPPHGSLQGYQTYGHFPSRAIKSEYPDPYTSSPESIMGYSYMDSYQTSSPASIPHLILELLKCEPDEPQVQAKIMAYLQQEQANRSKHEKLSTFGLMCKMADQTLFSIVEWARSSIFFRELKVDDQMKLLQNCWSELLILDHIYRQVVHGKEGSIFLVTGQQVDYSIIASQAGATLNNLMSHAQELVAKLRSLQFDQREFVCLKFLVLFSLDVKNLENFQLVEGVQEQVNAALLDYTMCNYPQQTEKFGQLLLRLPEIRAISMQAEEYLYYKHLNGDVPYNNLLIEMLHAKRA
TLR9-MyD88 inh: TLR9-MyD88 interaction inhibition | Q9NR96+Q99836 | CHO BLA complementation TLR9-MyD88, CCF4 FRET ratio | inhibition, % at 4.98 µM | 0.21% of 340,000 active;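 active = inhibition above the mean over all tested compounds plus 3 SD, cut at about 21% in these data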;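 also: 0% = DMSO only wells and 100% = clavulanate BLA inhibitor control wells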
SRC3 inh: inhibitors of human steroid receptor coactivator 3 (SRC3) | Q9Y6Q9 | HEK293 GAL4-SRC3 luciferase reporter, luminescence | 0.17% of 360,000 active | inhibition, % at 3.6 µM | AID 588352;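 active = inhibition above a per-campaign cutoff, the mean of all compounds plus 3 SD, cut at about 60% in these data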;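 also: 0% = DMSO-treated cells and 100% = gossypol-treated cells at 36 µM; higher means less SRC3-driven luciferase light from the GAL4 reporter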
MC4R barr agon: agonists of human melanocortin 4 receptor (MC4R) beta-arrestin; P32245; U2OS MC4R beta-arrestin complementation, luminescence; percent of melanotan II response, DMSO zero; activation, % at 8.9 µM; 0.98% of 360,000 active; AID 540308;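 active = activation above a per-plate cutoff, the mean activation of sample wells on that plate plus 3 SD, cut at about 8% in these data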
COUP-TFII inh: blocks human COUP-TFII nuclear receptor | P24468 | HEK293T NGFI-A luciferase reporter, luminescence | inhibition, % at 8.6 µM | 0.7% of 370,000 active;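 active = inhibition above a per-plate cutoff, mean inhibition of test wells between control levels plus 3 SD, cut at about 38% in these data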;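 also: cells cotransfected with COUP-TFII expression vector driving the NGFI-A reporter; 0% = median of COUP-TF2 test wells and 100% = reporter-only cells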
NOD2 RIPK2 PPI: inhibitors of human NOD2-RIPK2 interaction; O43353; CHO BLA complementation NOD2-RIPK2, CCF4 ratio; inhibition, % at 4.98 µM; 0.38% of 360,000 active; AID 624267; in the data active = inhibition above about 21%;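 also: 0% = vehicle only and 100% = reference blocker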
Target sequence (O43353 whole entry, looked up): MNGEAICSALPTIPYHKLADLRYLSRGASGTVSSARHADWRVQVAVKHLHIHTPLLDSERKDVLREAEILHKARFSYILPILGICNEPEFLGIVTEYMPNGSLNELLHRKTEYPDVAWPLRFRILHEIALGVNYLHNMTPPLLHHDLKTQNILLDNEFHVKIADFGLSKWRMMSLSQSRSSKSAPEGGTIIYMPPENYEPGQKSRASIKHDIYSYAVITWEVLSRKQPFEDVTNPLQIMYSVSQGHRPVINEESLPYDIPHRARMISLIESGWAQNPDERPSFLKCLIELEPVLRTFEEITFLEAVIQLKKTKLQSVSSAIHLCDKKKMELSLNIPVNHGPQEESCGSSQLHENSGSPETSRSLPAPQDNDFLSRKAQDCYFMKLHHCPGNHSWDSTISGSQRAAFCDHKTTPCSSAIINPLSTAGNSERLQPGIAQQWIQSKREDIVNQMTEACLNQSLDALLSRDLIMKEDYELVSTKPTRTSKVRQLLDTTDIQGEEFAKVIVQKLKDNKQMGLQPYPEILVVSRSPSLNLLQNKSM
SRC1 inh: inhibits human SRC1 coactivator; Q15788; HEK293 GAL4-SRC1 luciferase reporter, luminescence; inhibition, % at 3.6 µM; 0.12% of 360,000 active;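 active = inhibition above the campaign mean plus 3 SD, with each screening campaign given its own cutoff, cut at about 60% in these data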;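 also: 0% = DMSO treated cells and 100% = gossypol at 36 µM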
SRC2 inh: inhibits human steroid receptor coactivator 2; HEK293 GAL4-SRC2 luciferase reporter, luminescence; 0.17% of 370,000 active; Q15596; inhibition, % at 9 µM;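 active = inhibition above the mean inhibition of all tested compounds plus 3 SD, set per campaign, cut at about 52% in these data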;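 also: 0% = DMSO treated cells and 100% = cells given Gossypol at 36 µM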
MC4R antag cAMP: antagonists of human melanocortin 4 receptor (MC4R). P32245. MC4R-expressing cells, MTII-stimulated cAMP, LANCE TR-FRET. inhibition, % at 6.5 µM. 0.48% of 360,000 active;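 active = inhibition above its plate's cutoff, the mean of tested wells on that plate plus 3 SD, cut at about 29% in these data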;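 also: 0% = Melanotan II alone and 100% = Melanotan II plus saturating MCL0020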
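Assay system: U2OS-MC4R stable cell line; Also added: Melanotan II; Technique: Eu-cAMP/anti-cAMP TR-FRET, emission 671 nm; Times: 30-min compound, 1-h challenge, 1-h detection, room temperature.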
ABHD5 PLIN5 PPI: ABHD5-PLIN5 protein interaction inhibition. Q00G26+Q8WTS1. Split G. princeps luciferase complementation, luminescence, 4 h. inhibition, % at 4 µM. 0.78% of 360,000 active;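 active = inhibition above the mean inhibition across every tested compound plus 3 SD, cut at about 22% in these data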;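 also: 0% = DMSO only wells and the 100% control is not disclosed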
* marks the source's active call; other numbers are inactive results; . = not tested or not shown.

No. | SMILES | EBV LMP1 NFkB | NR5A2 inv ag | TLR9-MyD88 inh | SRC3 inh | MC4R barr agon | COUP-TFII inh | NOD2 RIPK2 PPI | SRC1 inh | SRC2 inh | MC4R antag cAMP | ABHD5 PLIN5 PPI
1 | O=C(O)c1ccc(NN=CC2=C(N3CCOCC3)/C(=C/c3ccccc3)CC2)cc1 | -9 | -14 | -1 | -10 | 0.1 | -5 | -18 | 1 | -32 | 12 | -2
2 | COc1ccc(CNC(=S)Nc2ccc3nc(N4CCN(C)CC4)cc(C)c3c2)cc1 | 3 | 0 | -1 | 9 | 0.3 | 16 | -11 | 4 | 1 | 15 | 19
3 | O=C(OCC(=O)N1CCCCCC1)c1cnc(Cl)c(Cl)c1 | 2 | 22 | 8 | -4 | -6.5 | 4 | -5 | -10 | -21 | 30* | 0
4 | O=C(CCl)Nc1ccccc1C(=O)NCc1ccccc1 | -9 | -8 | 4 | 27 | 0.0 | -8 | -12 | 8 | 39 | 7 | 3
5 | COc1ccc(NC(=O)N(Cc2ccc(C)cc2)Cc2cccnc2)c(OC)c1 | 11 | -23 | -1 | -18 | -1.1 | 10 | -7 | 0 | 6 | 16 | 5
6 | Cc1onc(NC(=O)CSCC(=O)O)c1Br | . | 1 | . | 20 | 1.1 | 12 | -7 | -30 | 0 | 12 | -6
7 | Cc1ccc(NS(=O)(=O)c2cccc(C(=O)NCC3CCCO3)c2)cc1 (configuration not stated) | 7 | 9 | 7 | 0 | 0.6 | -7 | 1 | 7 | -9 | 4 | 15
8 | CC(C)[C@H](NC(=O)N1CC(=O)Nc2ccccc21)C(=O)N[C@H](C(=O)O)c1ccccc1 | -10 | 0 | -5 | 6 | -1.6 | 9 | -2 | 9 | 12 | 3 | -3
9 | Cc1cc(S(=O)(=O)N2CCCCC2)ccc1OCC(=O)Nc1ccccc1 | -6 | 1 | -3 | 7 | -0.9 | 8 | -5 | -1 | 0 | 0 | -5
10 | COc1ccc(CCNC(=O)C2CCN(c3nccc(C)n3)CC2)cc1 | -3 | 0 | 3 | 0 | -0.2 | 11 | -9 | 6 | 15 | 28 | -6
11 | COc1ccc(OCCOCC(O)CN2CCOCC2)cc1 (configuration not stated) | 0 | -14 | 5 | 33 | -0.7 | -2 | -1 | 8 | -1 | -1 | -3
12 | O=C1C(Cc2ccccc2)C(c2ccccc2)N1c1ccccc1 (configuration not stated) | -7 | -14 | -15 | -31 | 2.0 | -12 | 5 | -6 | 0 | 3 | 1
13 | Cc1cc(C)c2cc(C=O)c(Cl)nc2c1 | -8 | 10 | 8 | -26 | -3.8 | -23 | 8 | -15 | 3 | -19 | -1
14 | Cc1cc(C(=O)CN2C(=O)C(=O)N(Cc3ccco3)C2=O)c(C)n1CCc1ccc(F)cc1 | -13 | 23 | -14 | 2 | -0.2 | -1 | -6 | 4 | 6 | 1 | -4
15 | CCCCN([C@H](CO)C(C)C)S(=O)(=O)c1ccccc1Br | -1 | -13 | -5 | -10 | 0.3 | -4 | 6 | -2 | -1 | 3 | -12
16 | COC(=O)C(C)n1cnc2c(cnn2-c2ccc(Cl)cc2)c1=O (configuration not stated) | -1 | -30 | 1 | -59 | -2.5 | -12 | -6 | -50 | -58 | 4 | -3
17 | COc1ccc(C(=O)NCC(=O)NCC(=O)OCC(=O)c2ccc(C)cc2)cc1 | -5 | 6 | -1 | 3 | -1.1 | -21 | -1 | -7 | 16 | 25 | 0
18 | C/C(=N\Nc1ccc(S(=O)(=O)Nc2ccc(Cl)cc2)cc1[N+](=O)[O-])c1ccc(N2CCOCC2)cc1 | -7 | -6 | -5 | 2 | 1.2 | 17 | 0 | 4 | -1 | -1 | -5
19 | CCc1ccccc1NC(=O)C1C(c2ccccc2)C1(Cl)Cl (configuration not stated) | 6 | 14 | -4 | 4 | 0.0 | 7 | 2 | -12 | 23 | 0 | -1
20 | O=C(CCc1nnc2ccc(N3CCCCC3)nn12)NCC1CCN(Cc2ccc(F)cc2)CC1 | -8 | 19 | 2 | 13 | -1.1 | -7 | 5 | 3 | -3 | 4 | 4
21 | O=c1oc(-c2cccc([N+](=O)[O-])c2)nc2ccccc12 | -2 | -3 | -1 | -16 | 0.0 | -15 | 2 | 4 | -24 | 8 | -9
22 | O=C(O)/C=C(/c1ccccc1)C(F)(F)F | -2 | 12 | 0 | 8 | 0.3 | 6 | 5 | -27 | -9 | 2 | 1
23 | COc1ccc(Br)cc1CN1CCN(C(=O)c2ccc(OC)c(OC)c2)CC1 | -14 | -2 | 1 | -10 | -2.7 | -12 | 5 | -4 | -19 | 5 | -3
24 | COc1cc(/C=N/Nc2ccccc2C(F)(F)F)ccc1O | -48 | -3 | -3 | 19 | 0.1 | 20 | -5 | -3 | -19 | 7 | -2
25 | O=C(NCCC1CCCCN1S(=O)(=O)c1ccccc1)C(=O)NCc1ccncc1 (configuration not stated) | 3 | -5 | -4 | -6 | -3.0 | -1 | -5 | 4 | -2 | 6 | -2

Given with the structure last: part of the list above.
| entry | EBV LMP1 NFkB | NR5A2 inv ag | TLR9-MyD88 inh | SRC3 inh | MC4R barr agon | COUP-TFII inh | NOD2 RIPK2 PPI | SRC1 inh | SRC2 inh | MC4R antag cAMP | ABHD5 PLIN5 PPI | compound |
| --- | --- | --- | --- | --- | --- | --- | --- | --- | --- | --- | --- | --- |
| 15 | -1 | -13 | -5 | -10 | 0.3 | -4 | 6 | -2 | -1 | 3 | -12 | CCCCN([C@H](CO)C(C)C)S(=O)(=O)c1ccccc1Br |
| 16 | -1 | -30 | 1 | -59 | -2.5 | -12 | -6 | -50 | -58 | 4 | -3 | COC(=O)C(C)n1cnc2c(cnn2-c2ccc(Cl)cc2)c1=O (configuration not stated) |
| 17 | -5 | 6 | -1 | 3 | -1.1 | -21 | -1 | -7 | 16 | 25 | 0 | COc1ccc(C(=O)NCC(=O)NCC(=O)OCC(=O)c2ccc(C)cc2)cc1 |
| 18 | -7 | -6 | -5 | 2 | 1.2 | 17 | 0 | 4 | -1 | -1 | -5 | C/C(=N\Nc1ccc(S(=O)(=O)Nc2ccc(Cl)cc2)cc1[N+](=O)[O-])c1ccc(N2CCOCC2)cc1 |
| 19 | 6 | 14 | -4 | 4 | 0.0 | 7 | 2 | -12 | 23 | 0 | -1 | CCc1ccccc1NC(=O)C1C(c2ccccc2)C1(Cl)Cl (configuration not stated) |
| 20 | -8 | 19 | 2 | 13 | -1.1 | -7 | 5 | 3 | -3 | 4 | 4 | O=C(CCc1nnc2ccc(N3CCCCC3)nn12)NCC1CCN(Cc2ccc(F)cc2)CC1 |
| 21 | -2 | -3 | -1 | -16 | 0.0 | -15 | 2 | 4 | -24 | 8 | -9 | O=c1oc(-c2cccc([N+](=O)[O-])c2)nc2ccccc12 |
| 22 | -2 | 12 | 0 | 8 | 0.3 | 6 | 5 | -27 | -9 | 2 | 1 | O=C(O)/C=C(/c1ccccc1)C(F)(F)F |

Next part.
No. | SMILES | EBV LMP1 NFkB | NR5A2 inv ag | TLR9-MyD88 inh | SRC3 inh | MC4R barr agon | COUP-TFII inh | NOD2 RIPK2 PPI | SRC1 inh | SRC2 inh | MC4R antag cAMP | ABHD5 PLIN5 PPI
26 | Cn1cnc(S(=O)(=O)Nc2ccccc2N2CCOCC2)c1 | . | 16 | . | 21 | -0.5 | 7 | -8 | 11 | -15 | 5 | -1
27 | Nc1nnc(CC(=O)N/N=C/c2ccc(-c3ccccc3Cl)o2)s1 | 3 | -4 | 3 | 3 | 0.8 | -10 | -4 | 3 | -6 | -10 | 4
28 | COc1ccc(CNCc2ccccc2C(F)(F)F)cc1 | -13 | 2 | -4 | -11 | -0.5 | -6 | -4 | 3 | 7 | -2 | -4
29 | Cc1ccccc1CN1CCN(CC(=O)NC(C)c2ccccc2)CC1 (configuration not stated) | 2 | 3 | -5 | -32 | 0.4 | 8 | -1 | -16 | -20 | -2 | -8
30 | C=CCOc1ccc(/C=C/C(=O)OCC(=O)NCc2ccco2)cc1 | -16 | -12 | -2 | -4 | -1.8 | 11 | 1 | 1 | 16 | -17 | 2
31 | COc1cc2c(cc1OC)C1Cc3ccc(OC)c(OC)c3C[N+]1([O-])CC2 (configuration not stated) | 7 | 0 | -5 | 2 | -0.4 | -1 | -1 | -14 | -7 | 1 | -4
32 | Cc1ccc(CNC(=O)COC(=O)c2ccc(S(=O)(=O)N3CCCCCC3)cc2)cc1 | -1 | 6 | 5 | 8 | 4.7 | -2 | -20 | -1 | 18 | 8 | -4
33 | Cc1ccc(S(=O)(=O)N(CC(=O)Nc2ccc(C)c(Cl)c2)C(=O)N2CCN(C)CC2)cc1 | -5 | 8 | 2 | -7 | 0.8 | -5 | -9 | -3 | 3 | 17 | 5
34 | O=C(NCC1CC1)C1(C(F)(F)F)CC(CCc2ccccc2)CCCO1 (configuration not stated) | 4 | 3 | -1 | -7 | -0.6 | 12 | 1 | 11 | -11 | 10 | 2
35 | O=S(=O)(/N=C(\Nc1ccc(F)cc1)C(F)(F)F)c1ccccc1 | -14 | 1 | 1 | 9 | -2.9 | 13 | 6 | -7 | 3 | 0 | -5
36 | COCC(C)n1c(COc2ccccc2F)nnc1SCC(=O)Nc1oc(C)c2c(C)n[nH]c(=O)c12 (configuration not stated) | 3 | -14 | 2 | 19 | 2.1 | 12 | -3 | -3 | 17 | 7 | -2
37 | Cc1ccc(/C=N/N2C(=O)C3C(C2=O)C2C=CC3C23CC3)o1 (configuration not stated) | -1 | 18 | -7 | -21 | -1.8 | 0 | -16 | -18 | -21 | 9 | -5
38 | Cc1ccc(Nc2ncnc3sccc23)c(C)c1 | -3 | -18 | 0 | -9 | 0.5 | -5 | -1 | -12 | -13 | 5 | -7
39 | NC(=NC(=O)c1ccc(OC(F)(F)F)cc1)c1ccc(C(F)(F)F)cn1 | -17 | 4 | -8 | 8 | 1.9 | -3 | 6 | -9 | -11 | 8 | 2
40 | Cc1cc(C)nc(SCc2nc3ccccc3n2C)n1 | -6 | -24 | 0 | -37 | -0.3 | -12 | 0 | -15 | -33 | 9 | 0
41 | O=C(C[C@H]1C/C=C\C[C@@H](Cc2ccc(F)cc2)C(=O)O[C@@H](c2ccccc2)CNC1=O)NCCO | 3 | 9 | 1 | 18 | 1.8 | 11 | -9 | 7 | -10 | 2 | 9
42 | O=c1[nH]nc(-c2ccc(F)cc2)cc1Cc1cccs1 | 2 | 4 | 2 | 7 | 1.2 | 1 | -1 | 6 | 14 | 8 | 2
43 | S=C1N(c2ccccc2)C(c2ccc(Br)cc2)N2CCCN12 (configuration not stated) | -7 | 10 | 2 | 23 | 3.8 | 1 | -8 | 2 | -10 | 4 | 10
44 | O=C(CSc1nnc(Cc2ccccc2)o1)NC1CCCCC1 | 7 | -1 | 12 | 3 | -0.5 | 13 | -1 | 0 | -10 | 4 | -5
45 | CC(C)N1CC2(CC(c3ccccc3C(F)(F)F)=NO2)CN1C(=O)c1ccco1 (configuration not stated) | 16 | 23 | 3 | 6 | 0.8 | -8 | -2 | -26 | -11 | 4 | -4

Only part of the results is shown; the hit share may differ from the screen's.
